Compound activity (PubChem BioAssay)
HTT ATP protect – Huntington cell model cytoprotection by ATP luminescence | PC12 HTT-Q103 induced, cytoprotection, ATP luminescence, 40 h | Potency, µM (top dose mostly 56.4 µM), for inactives: cytoprotection (ATP increase), most hits filed as activators | 0.14% of 230,000 active;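 note: % of control where 0% means no effect; nearly all actives have a fitted effect of over 45% in size; toxic huntingtin expression switched on by the ecdysone agonist tebufenozide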
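PC12 cells stably carrying ecdysone-inducible Htt exon 1 (Q103)–GFP were induced with 100 nM tebufenozide (final) alongside library compounds in a dose series. Cytoprotection was scored as retained ATP by ATPlite luminescence.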
TRb SRC2 PPI – disrupts binding of human TR beta to SRC2. TRbeta-SRC2 peptide binding, fluorescence polarization; receptor liganded with 1 µM T3. 0.065% of 280,000 active. Potency, µM (doses to about 106 µM), inactives show top-dose activity change, negative = inhibition, most hits filed as inhibitors. P10828. AID 1469;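 note: plate controls were bound peptide for no effect and peptide without receptor for full effect; nearly all actives have a fitted effect of over 50% in size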
Target sequence (P10828 whole entry, looked up): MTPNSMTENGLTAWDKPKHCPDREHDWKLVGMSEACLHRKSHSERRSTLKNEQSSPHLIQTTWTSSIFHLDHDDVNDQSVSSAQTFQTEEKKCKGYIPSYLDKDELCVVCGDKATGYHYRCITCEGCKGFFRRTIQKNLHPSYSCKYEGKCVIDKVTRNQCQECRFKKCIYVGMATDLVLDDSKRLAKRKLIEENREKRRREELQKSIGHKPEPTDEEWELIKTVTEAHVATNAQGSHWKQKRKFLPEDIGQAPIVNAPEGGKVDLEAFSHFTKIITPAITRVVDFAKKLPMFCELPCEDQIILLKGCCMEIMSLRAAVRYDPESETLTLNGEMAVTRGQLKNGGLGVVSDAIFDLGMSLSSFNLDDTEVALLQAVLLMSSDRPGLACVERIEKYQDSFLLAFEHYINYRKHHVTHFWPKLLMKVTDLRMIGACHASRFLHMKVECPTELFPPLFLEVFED
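Human TRb LBD (0.6 uM) plus Texas Red-labeled SRC2 peptide (20 nM), 1uM T3, 5% DMSO, 5 hr at ambient temperature. Decreased polarization (555/632 nm) flags inhibition; data normalized to free and bound peptide controls.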
RECQ1 inh – blocks DNA unwinding by human RECQ1. RECQ1 DNA unwinding, red fluorescence kinetic read. Potency, µM (highest dose often 57.3 µM), inactives show at the top dose activity, negative = inhibition, most hits filed as inhibitors. 0.54% of 240,000 active;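 note: plate controls were vehicle for no effect and no enzyme for full effect; nearly all actives have a fitted effect of over 30% in size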
Target sequence (P46063 whole entry, looked up): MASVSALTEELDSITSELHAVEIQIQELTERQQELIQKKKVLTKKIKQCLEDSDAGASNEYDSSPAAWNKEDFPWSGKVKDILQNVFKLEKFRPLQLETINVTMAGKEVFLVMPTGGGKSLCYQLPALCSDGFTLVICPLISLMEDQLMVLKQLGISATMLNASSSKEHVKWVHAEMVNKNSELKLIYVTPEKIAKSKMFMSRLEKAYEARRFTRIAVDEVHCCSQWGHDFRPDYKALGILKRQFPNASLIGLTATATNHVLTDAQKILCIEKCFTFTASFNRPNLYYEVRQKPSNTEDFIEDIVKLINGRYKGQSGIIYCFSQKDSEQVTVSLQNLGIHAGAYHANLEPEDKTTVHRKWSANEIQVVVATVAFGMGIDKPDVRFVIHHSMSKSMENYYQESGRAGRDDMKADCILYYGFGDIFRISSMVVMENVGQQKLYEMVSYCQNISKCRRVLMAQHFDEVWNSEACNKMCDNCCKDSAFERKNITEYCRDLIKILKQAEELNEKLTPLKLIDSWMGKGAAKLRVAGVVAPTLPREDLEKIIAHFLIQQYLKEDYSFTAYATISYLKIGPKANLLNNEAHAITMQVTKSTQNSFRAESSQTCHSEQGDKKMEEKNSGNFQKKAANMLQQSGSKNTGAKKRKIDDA
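RECQ1T1 50 nM; forked duplex (20 bp + 30-nt ss tails) 200 nM, ATP 2 mM final; pH 8.0, 2 mM MgCl2, 2.5 ug/ml poly(dI-dC); 15 min compound preincubation; discontinuous kinetic read over 2 h at RT.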
Tau fluor counter – counter-screen for tau fibril formation inhibitors; tau K18 P301L Alexa594 fluorescence, heparin fibrillization; Potency, µM (doses to about 57.7 µM), for inactives: at the highest dose activity change, negative = decrease; 0.93% of 280,000 active; AID 1463; note: % is set by controls: 0 for no effect and ±100 for the full control effect; nearly all actives have a fitted effect of over 55% in size
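Human K18 P301L tau (15 uM unlabeled plus 0.24 uM Alexa 594-labeled, final) in 100 mM sodium acetate pH 7 was mixed with compound and 20 uM heparin and incubated 6 hr at 37 C.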
Tau fibril ThT – blocks human tau fibril formation measured by thioflavin T; P10636; recombinant tau K18 P301L, heparin-induced fibrillization, ThT fluorescence; Potency, µM (series often up to 57.4 µM), for inactives: at the top dose activity, negative = inhibition, actives largely listed as inhibitors; 2.1% of 270,000 active; AID 1460; note: % is set by controls: 0 for no effect and ±100 for the full control effect; nearly all actives have a fitted effect of over 55% in size
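Fibril formation assay: tau K18 P301L at 15 uM with trace Alexa 594 label, heparin inducer 20 uM, pH 7 sodium acetate buffer, 37 C for 6 hr; endpoint ThT signal.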
L3MBTL1 inh – blocks human L3MBTL1; Q9Y468; AlphaScreen L3MBTL1–H3K9me1 peptide binding; Potency, µM (doses to about 57.1 µM), for the others: at the highest dose activity, negative = inhibition, most hits filed as inhibitors; 0.66% of 230,000 active; AID 485360; note: % is set by controls: 0 for no effect and ±100 for the full control effect; nearly all actives have a fitted effect of over 60% in size
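Read-out is AlphaScreen signal from streptavidin donor and nickel chelate acceptor beads (10 ug/mL final each) bridging L3MBTL1 (50 nM) and biotinylated K9-monomethylated H3(1-15) peptide (75 nM), after 30 min compound exposure at room temperature.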
Tau fibril FP – tau fibrillization inhibition (FP); AID 1468; 0.39% of 280,000 active; K18 P301L tau heparin fibrillization, Alexa594 FP, 6 h; P10636; Potency, µM (series often up to 57.7 µM), without a hit: at the highest dose activity, negative = inhibition, hits mostly inhibitors; note: % is set by controls: 0 for no effect and ±100 for the full control effect; nearly all actives have a fitted effect of over 55% in size
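Human K18 P301L fragment (15 uM unlabeled plus 0.24 uM Alexa 594-labeled) in 100 mM sodium acetate pH 7 with compound, aggregation induced by 20 uM heparin for 6 hr at 37 C. ThT (30 uM) added for 1 hr, then Alexa 594 FP read.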
TexasRed fluor – Texas Red fluorescence interference in TRb-SRC2 counter-screen | TRb/SRC2 Texas Red total fluorescence interference | AID 1479 | Potency, µM (series often up to 106 µM), for the others: at the top dose fluorescence change, negative = quenching | 0.29% of 280,000 active; active = well fitted curve in either direction with a large enough effect; inconclusive = small, poorly fitted or top-dose-only effect; note: % is set by controls: 0 for no effect and ±100 for the full control effect
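Human TRb ligand-binding domain at 0.6 uM with 20 nM Texas Red SRC2 peptide in Tris buffer containing 1 uM T3 and 5% DMSO, incubated with compound 5 h at ambient temperature. Total fluorescence (555/632 nm) calculated as parallel + 2 × perpendicular.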
Numbers without * were called inactive; i = inactive; ? = inconclusive; . = not tested or not shown; [ ] = another dose, or the depositor's remark. Unless noted, calls come from the whole dose curve; as a rule, active = well fitted curve in the direction sought with a large enough effect; inconclusive = small, poorly fitted or top-dose-only effect, or another doubt; inactive = no such curve, though single readings can be large; an effect the other way counts as inactive or inconclusive. Potency is the fitted concentration of half-maximal effect. A portion of the library, so the mix of outcomes need not match the whole.

smiles	HTT ATP protect	TRb SRC2 PPI	RECQ1 inh	Tau fluor counter	Tau fibril ThT	L3MBTL1 inh	Tau fibril FP	TexasRed fluor
CCCCSc1nnc(-c2cc3c(C(F)(F)F)nn(C)c3s2)n1C	-32.4%	-9.0%	4.3%	-2.5%	?	-2.4%	0.0%	-3.8%
COc1ccc(NC(=O)CSc2nc3ccccc3nc2N2CCC(C)CC2)cc1	.	-1.5%	.	-28.4%	-14.1%	.	-10.9%	1.2%
O=C1CC(N2CCN(c3ccc(O)cc3)CC2)C(=O)N1c1ccc2c(c1)OCO2 (configuration not stated)	-45.1%[inhibitor]	-11.9%	i	-13.4%	?	-20.5%	-13.7%	-6.0%
Cc1c(Cl)cnc(NC(=O)COC(=O)C(NC(=O)c2ccco2)C(C)C)c1Cl (configuration not stated)	-7.1%[10 µM]	3.1%	-0.5%	-10.5%	?	6.4%[11.4 µM]	2.1%	3.8%
COCCNC(=O)CCc1c(C)nc2c(c(C)nn2-c2ccc(C)cc2)c1C	.	-6.5%	.	-6.0%	-0.6%	.	-0.7%	-1.1%
COc1ccc(N2CC(NC(=O)NC(C)(C)C)CC2=O)cc1 (configuration not stated)	8.7%[10 µM]	-8.3%	-3.6%	-4.0%	-5.9%	6.2%	0.7%	7.3%
COc1ccccc1CNC(=O)CCS(=O)(=O)c1ccc2c(c1)CC(C)N2C(=O)C1CC1 (configuration not stated)	.	3.3%	.	0.9%	14.7%	.	1.5%	-0.1%
CCN(CC)S(=O)(=O)c1ccc(Cl)c(NC(=O)COC(=O)c2ccc(O)cc2)c1	.	-3.3%	-11.5%	?	3.2%	-2.6%	-14.5%	-0.9%
CSc1ccccc1C(=O)NC1CCCC1	3.4%	-10.6%	-5.4%	-5.6%	-0.7%	.	?	-3.1%
Cc1ccc(Cn2nnc3c(=O)[nH]c(C4CCN(S(=O)(=O)c5ccc(F)cc5)CC4)nc32)cc1	-0.6%[10 µM]	-21.8%	3.2%	-11.8%	-6.3%	-19.2%	12.0%	-2.5%
CCOc1ccc2c(c1)c(=O)c(S(=O)(=O)c1ccc(Cl)cc1)cn2Cc1ccccc1C	.	-8.3%	.	0.1%	4.9%	.	?	-0.8%
O=C(Nc1ccc(-c2csnn2)cc1)C(Cl)(Cl)Cl	1.3%[10 µM]	5.6%	0.5%	-5.0%	-11.0%	13.1%	-3.5%	-2.2%
Cc1onc(-c2ccccc2)c1C(=O)Nc1ccc2c(c1)OCCO2	-14.1%	-4.7%	-7.7%	-3.1%	2.1%	-0.5%	1.8%	-2.5%
NS(=O)(=O)c1ccc(N/C=C\C(=O)c2cccc3ccccc23)cc1	2.8%[10 µM]	2.2%	-6.2%	-13.1%	-15.0%	-2.5%	?	-2.2%
COC(=O)NCc1ccc(CNC(=O)OC)cc1	-21.2%	-2.9%	-0.3%	0.7%	-3.2%	-3.2%	0.1%	-1.7%
CC1=C(C(=O)OCc2ccccc2)C(C2CC2)NC(=O)N1CCCCCC(=O)O (configuration not stated)	-1.4%	7.9%	-10.4%	-13.3%	?	.	7.7%	-4.2%
CCOC(=O)Cc1csc(NC(=O)COc2cccc(C)c2)n1	-28.8%	7.8%	-2.7%	-7.5%	-13.3%	15.5%	1.8%	-2.8%
Cc1ccc2nc(-c3ccccc3)cc(C(=O)O)c2c1	-24.8%	-9.5%	i	0.7%	-6.2%	-3.3%	-3.0%	0.8%
COc1ccc(OC)c(NC(=O)c2cccnc2Sc2cc(C)ccc2C)c1	-0.7%[10 µM]	6.5%	-17.0%	-28.5%	-6.0%	-11.6%	-1.2%	0.8%
Cc1cccc(CN2C(=O)c3ccccc3Sc3ccc(C(=O)NC4CCCCC4)cc32)c1	.	-4.2%	.	-13.3%	?	.	-10.9%	-0.1%

Compound profiles (already shown). Order of screens: HTT ATP protect, TRb SRC2 PPI, RECQ1 inh, Tau fluor counter, Tau fibril ThT, L3MBTL1 inh, Tau fibril FP, TexasRed fluor
Record of `Cc1ccc(Cn2nnc3c(=O)[nH]c(C4CCN(S(=O)(=O)c5ccc(F)cc5)CC4)nc32)cc1` : -0.6%[10 µM], -21.8%, 3.2%, -11.8%, -6.3%, -19.2%, 12.0%, -2.5%
Record of `CCCCSc1nnc(-c2cc3c(C(F)(F)F)nn(C)c3s2)n1C` : -32.4%, -9.0%, 4.3%, -2.5%, ?, -2.4%, 0.0%, -3.8%
Record of `COC(=O)NCc1ccc(CNC(=O)OC)cc1` : -21.2%, -2.9%, -0.3%, 0.7%, -3.2%, -3.2%, 0.1%, -1.7%

The list continues.
smiles	HTT ATP protect	TRb SRC2 PPI	RECQ1 inh	Tau fluor counter	Tau fibril ThT	L3MBTL1 inh	Tau fibril FP	TexasRed fluor
Cc1ccc(NC(=O)c2ccc(C(C)(C)C)cc2)cc1-n1cnnn1	-1.4%[10 µM]	-0.2%	20.7%	11.2%	5.0%	17.6%	11.5%	-1.7%
CCOC(=O)C1CCN(C(=O)CSc2n[nH]c(-c3ccccc3)n2)CC1	.	-2.7%	.	-11.6%	-8.8%	.	-7.5%	-1.6%
CCN(CC)c1ccc(NC(=O)Cn2nc(C)n3cccc3c2=O)c(C)c1	.	2.5%	.	-21.6%	?	.	?	-1.6%
CCCCCCCc1cc2c(cn1)C(=O)C(C)(OC(C)=O)C(O)=C2Cl (configuration not stated)	-31.5%[inhibitor]	5.9%	-3.1%	-22.6%	?	.	?	1.4%
CCOC(=O)c1sc(NC(=O)Nc2cccc(Cl)c2)cc1C	-15.6%[10 µM]	-10.5%	-1.7%	3.55µM*[quencher]	-22.9%	-5.5%	?	-0.9%
COc1ccc(-c2[nH]c(-c3ccc(Cl)cc3)nc2SCC(=O)NCC2CCCO2)cc1 (configuration not stated)	.	-4.1%	.	12.6µM*[quencher]	?	.	8.9%	-4.2%
O=C(N/N=C\c1ccc([N+](=O)[O-])o1)C1COc2ccccc2O1 (configuration not stated)	.	7.4%	13.4%	-8.0%	?	-1.7%	2.5%	-2.2%
CCOCCCNC(=O)Cn1cnc2sc(C)c(S(=O)(=O)N3CCN(c4ncccn4)CC3)c2c1=O	-22.6%	-2.6%	i	-11.7%	-7.7%	.	-5.0%	0.3%
Cc1ccc(N(C)C(=O)c2ccc(CNc3c(N4CCC(C)CC4)c(=O)c3=O)cc2)cc1	1.2%[10 µM]	-0.6%	-8.2%	1.5%[0.0958 µM]	.	.	-2.7%[0.0958 µM]	-0.8%
CCn1c(SCC(=O)Nc2c(C)cccc2C)nnc1-c1nonc1NC(C)=O	.	-2.3%	.	-11.3%	-12.0%	.	-5.5%	5.7%
CC(=O)N1N=C(c2cccc([N+](=O)[O-])c2)OC1c1ccc(Cl)cc1Cl (configuration not stated)	1.3%	2.6%	-7.9%	-29.1%	2.6%	-27.4%	10.9%	-0.7%
O=C(O)c1ccc2c(c1)C(=O)N([C@H](Cc1ccc3ccccc3c1)C(=O)O)C2=O	.	-8.1%	i	.	.	8.7%	.	-1.5%
CC(OC(=O)CNC(=O)C12CC3CC(CC(C3)C1)C2)C(=O)Nc1ccc(S(N)(=O)=O)cc1 (configuration not stated)	-35.4%	-9.9%	i	-1.2%	-0.4%	1.7%	-6.9%	-1.5%
CC(=O)C1=C(O)C(=O)N(C)C1c1ccccc1F (configuration not stated)	2.5%	1.1%	-0.2%	3.0%	-1.7%	0.7%	-0.9%	-0.5%
C=CCN1C(=O)CS/C1=N\S(=O)(=O)c1ccc(Cl)cc1	6.9%[10 µM]	-2.3%	?	-9.1%	-8.2%	0.5%	3.2%	11.8%
CCOC(=O)N1CCN(c2c(NCc3ccccn3)c(=O)c2=O)CC1	-4.5%	-0.5%	-8.8%	-5.2%	-10.1%	.	0.0%	-1.2%
Cc1ccc(C)c(NC(=O)C2CCCN2C(=O)NC2CCCCC2)c1 (configuration not stated)	37.2%[10 µM]	1.2%	-2.6%	-6.4%	-7.5%	4.6%	-1.2%	-1.1%
N=c1c2c(-c3ccccc3)c(-c3ccccc3)n(Cc3ccco3)c2ncn1CCCO	-26.5%[10 µM]	-5.7%	-0.6%	-4.2%	-15.6%	?	-6.0%	1.4%
Cc1ccc(C(c2nnnn2CC2CCCO2)N2CCN(c3cccc(C)c3C)CC2)cc1 (configuration not stated)	-26.4%[10 µM]	-6.5%	i	-9.0%	-11.4%	.	-11.2%	1.5%
Cc1ccc(Cl)cc1NC(=O)C(C)n1nnc2sc(-c3ccccc3)cc2c1=O (configuration not stated)	.	-9.1%	.	-25.1%	17.8µM*	.	?	0.2%

smiles	HTT ATP protect	TRb SRC2 PPI	RECQ1 inh	Tau fluor counter	Tau fibril ThT	L3MBTL1 inh	Tau fibril FP	TexasRed fluor
COc1ccc(-n2c(COc3ccc4c(c3)OCO4)nnc2SCC(=O)O)cc1	1.3%[10 µM]	-8.6%	12.5%	1.0%	2.0%	-11.4%	6.3%	-1.8%
CCOC(=S)NC(=O)c1sc2ccccc2c1Cl	15.0%	4.9%	-1.1%	-8.7%	?	-7.3%	5.1%	1.3%
O=C(/C=C/c1ccco1)Nc1ccc(Oc2ccccc2)cc1	-116.4%[inhibitor]	7.1%	-9.8%	?	-5.9%	-7.2%	?	0.8%
C=CCn1c(SCC(=O)Nc2cccnc2Cl)nnc1-c1ccc(Cl)cc1	25.0%[10 µM]	-13.1%	-8.6%	-7.0%	-7.5%	5.3%	?	?
O=C1CSC2(C(=O)N3CCCc4cccc2c43)N1c1cccc(C(F)(F)F)c1 (configuration not stated)	20.9%	2.0%	i	-7.2%	-0.1%	-1.2%	-3.0%	0.4%
COc1ccc(OC)c2c1sc(=NC(=O)C(C)(C)C)n2C	-28.8%	-0.9%	-6.5%	-16.0%	-21.0%	.	7.4%	0.8%
Cc1cccc(N2CCN(C(=O)c3c(C)oc4nc(C)nc(N5CCCC5)c34)CC2C)c1 (configuration not stated)	.	4.3%	.	-4.9%	-10.3%	.	-4.1%	-5.9%
N#Cc1ccc(NC(=O)COC(=O)CNC(=O)C2CCCCC2)cc1	8.6%	15.3%	93.1%[activator]	-14.5%	-5.4%	.	-3.3%	-0.8%
